Screens (PubChem BioAssay)
CHRM1 antagonist = blocks human M1 muscarinic receptor. P11229. CHO-K1 hM1, Fluo-8 calcium fluorescence, ACh EC80 antagonist. inhibition, % at 3 µM. actives 1.3% (n = 360,000). AID 588852;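 active = percent inhibition above its own plate's cutoff, namely the mean of that plate's compound wells plus 3 SD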;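 note: peak over basal fluorescence ratio during 140 s after agonist addition; 0% = ACh EC80 plus DMSO and 100% = DMSO alone without agonist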
Target sequence (P11229 whole entry, looked up): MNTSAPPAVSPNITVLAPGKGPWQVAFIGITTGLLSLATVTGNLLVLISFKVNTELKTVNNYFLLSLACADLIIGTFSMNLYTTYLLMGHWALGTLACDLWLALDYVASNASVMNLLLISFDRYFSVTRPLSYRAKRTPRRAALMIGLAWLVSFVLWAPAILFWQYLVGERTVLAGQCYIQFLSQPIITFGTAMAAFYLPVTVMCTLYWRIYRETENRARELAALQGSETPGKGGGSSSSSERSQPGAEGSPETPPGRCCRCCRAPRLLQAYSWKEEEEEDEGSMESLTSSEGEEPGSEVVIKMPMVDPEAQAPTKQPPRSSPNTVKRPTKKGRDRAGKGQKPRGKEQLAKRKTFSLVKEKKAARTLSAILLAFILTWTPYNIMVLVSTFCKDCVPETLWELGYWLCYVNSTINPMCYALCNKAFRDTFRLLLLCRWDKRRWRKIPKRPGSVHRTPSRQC
TAAR1 antag = antagonists of human TAAR1 | Q96RJ0 | CHO RD-HGA16 TAAR1, Fluo-8 calcium fluorescence, antagonist | inhibition, % at 3 µM | actives 1.5% (n = 360,000);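 active = inhibition above a per-plate cutoff, the mean inhibition of test compounds on that plate plus 3 SD, cut at about 49% in these data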;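 note: 0% = DMSO plus EC80 beta-PEA response and 100% = DMSO alone without agonist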
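Test system: hTAAR1-expressing CHO RD-HGA16 cells, Gα16-coupled; Probe or stimulus: EC80 β-phenethylamine stimulus; Compound dosing: single nominal final test compound concentration of 3 µM; Timing: 140 s kinetic read after compound, 140 s after agonist; Signal: Fluo-8 calcium-sensitive fluorescence; Measure: % inhibition of agonist calcium response; Controls: DMSO and EC80 PEA controls.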
CHRM1 agonist = agonists of human M1 muscarinic receptor; P11229; CHO-K1 hM1, Fluo-8 calcium fluorescence, agonist mode; 0% DMSO, 100% acetylcholine EC100; activation, % at 3 µM; actives 0.33% (n = 360,000); AID 588814;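 active = activation above the run's mean compound activation plus 3 SD, cut at about 16% in these data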;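 note: peak over basal fluorescence ratio within a 140 s kinetic read after compound addition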
TAAR1 ag = agonists of human TAAR1; CHO RD-HGA16 TAAR1, Fluo-8 calcium fluorescence; vehicle wells 0%, saturating PEA agonist 100%; activation, % at 3 µM; actives 0.99% (n = 360,000); Q96RJ0;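 active = activation above the mean activation of all test compounds in the run plus 3 SD, cut at about 38% in these data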
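Test system: RD-HGA16 (CHO) cells co-expressing Gα16 and hTAAR1; dosing: one-point dosing at 3 µM (nominal); timing: 17-24 h seeding, 75 min 37 °C dye, 30 min RT; signal: kinetic Fluo-8 calcium fluorescence; read-out basis: % activation relative to PEA EC100 response; controls: DMSO and PEA EC100; replicates: n 1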
CHO parental Ca = counter-screen for OX1R antagonists: effect in parental CHO cells; parental CHO-K1, ATP-induced calcium, Fluo-8 fluorescence; inhibition, % at 5.6 µM; actives 0.63% (n = 330,000);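 active = inhibition above that plate's mean sample inhibition plus 3 SD, cut at about 26% in these data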;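 note: 0% = ATP-challenged DMSO wells and 100% = DMSO wells without ATP; some compounds past the cut are filed as inactive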
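Test system: untransfected parental CHO cell line. Compound: one dose, 5.6 µM nominal. Detection: intracellular calcium via Fluo-8 no-wash fluorescent dye. Measure: % inhibition. Benchmarks: ATP-challenged DMSO wells low, unchallenged DMSO wells high.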
OXTR agonist = activates the human oxytocin receptor; activation, % at 3 µM; actives 0.32% (n = 320,000); P30559; CHO-OTR cells, Fluo-8 calcium fluorescence; normalized: DMSO 0%, oxytocin 100%;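 active = activation above the mean of all tested compounds plus 3 SD, cutoff set per screening run, cut at about 20% in these data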;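 note: peak over basal fluorescence ratio from a 100 s FLIPR kinetic read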
M1 PAM = human CHRM1 positive allosteric modulation. P11229. CHO-K1 hM1, Fluo-8 calcium fluorescence, ACh EC20; 0% = ACh EC20, 100% = maximal ACh. activation, % at 3 µM. actives 0.088% (n = 360,000); in the data active = activation above about 19%, passing the limit was not always enough
V1R ag counter = V1a receptor agonism, counter-screen for OXTR agonists; activation, % at 3 µM; P37288; CHO-V1R cells, Fluo-8 calcium fluorescence, agonist mode; 0% DMSO, 100% 3 nM vasopressin; actives 0.25% (n = 320,000);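 active = activation above the mean activation of all tested compounds plus 3 SD, per screening run, cut at about 20% in these data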;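 note: signal is peak over basal fluorescence ratio across a 100 second FLIPR read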
Target sequence (P37288 whole entry, looked up): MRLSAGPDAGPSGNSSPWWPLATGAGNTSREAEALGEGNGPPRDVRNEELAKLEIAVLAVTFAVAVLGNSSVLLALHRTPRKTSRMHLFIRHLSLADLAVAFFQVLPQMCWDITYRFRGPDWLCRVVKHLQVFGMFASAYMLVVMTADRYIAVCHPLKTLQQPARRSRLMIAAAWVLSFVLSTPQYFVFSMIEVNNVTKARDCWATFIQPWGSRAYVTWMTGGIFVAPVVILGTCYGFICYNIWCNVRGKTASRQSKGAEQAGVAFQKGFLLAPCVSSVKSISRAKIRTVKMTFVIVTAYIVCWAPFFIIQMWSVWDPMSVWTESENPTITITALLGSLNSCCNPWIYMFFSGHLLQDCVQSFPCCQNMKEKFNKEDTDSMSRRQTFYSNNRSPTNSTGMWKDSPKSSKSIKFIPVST
OXTR potentiator = human OXTR potentiation | AID 2445 | activation, % at 3 µM | CHO-OTR cells, Fluo-8 calcium fluorescence, potentiator mode; 0% = oxytocin EC15, 100% = EC100 | actives 0.061% (n = 320,000) | P30559;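 active = activation above that plate's cutoff, the mean activation of tested compounds plus 3 SD, cut at about 6.6% in these data, passing the limit was not always enough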;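 note: 100% uses oxytocin at 75 nM as the full agonist control; some results filed as inactive read as strong as hits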
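Measured by – Fluo-8 calcium dye fluorescence · Test system – human OTR in CHO cells · Dosing – one concentration, 3.0 µM compound · Controls – EC15 oxytocin alone as 0%, 75 nM oxytocin as 100% · Evaluation – normalized max/min fluorescence ratio, % activation · Timing – 6 min pre-incubation, 100 s read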
* marks the source's active call; other numbers are inactive results; nt = not tested or not shown.

SMILES	CHRM1 antagonist	TAAR1 antag	CHRM1 agonist	TAAR1 ag	CHO parental Ca	OXTR agonist	M1 PAM	V1R ag counter	OXTR potentiator
CCCC1NC(=O)c2cccnc2-n2c1nc1cc(C)cc(C)c1c2=O (configuration not stated)	-17	-14	-5	1	nt	nt	2	nt	nt
CS(=O)(=O)N1Cc2ccccc2CC1C(=O)Nc1ccccc1C(N)=O (configuration not stated)	-11	7	-3	0	-9	-0.5	7	0.8	-10
Nc1c(C(=O)NCCN2CCOCC2)c2nc3ccccc3nc2n1-c1ccc2c(c1)OCO2	0	11	-5	5	-24	3.5	-5	1.7	-3
O=C(OCC(=O)N1CCN(C(=O)c2ccco2)CC1)c1ccc(Cl)cc1	-9	0	-2	-1	-8	0.5	11	0.4	-3
C=CCc1ccc(OCC(O)CO)c(OC)c1 (configuration not stated)	-11	10	-4	0	-2	-0.9	2	1.1	1
COC(=O)c1ccc(CNC(=O)COC(=O)/C=C/c2cc(OC)c(OC)c(OC)c2)cc1	-21	-16	0	6	-22	0.3	5	0.9	-6
O=C(CSc1nc(-c2ccccc2)cc(=O)[nH]1)Nc1ccccc1	-3	2	-4	0	-9	0.5	2	-0.2	-5
Cc1ccccc1CN1CCN(C/C=C/c2ccccc2)CC1	20	nt	-9	nt	-13	0.5	-17	0.0	1
CCOc1ccc(N2CC(C(=O)NCc3ccco3)CC2=O)cc1 (configuration not stated)	10	4	0	-3	5	-0.2	-3	-0.2	-6
Cc1ccc(C(=O)CCC(=O)O)cc1	nt	nt	nt	nt	-4	0.1	nt	-0.2	-6
CC1CN(C2CC(C)(C)NC(C)(C)C2)CCC1=O (configuration not stated)	-9	-3	-3	0	-8	-0.2	9	1.8	-16
O=C(CCC(=O)N1CCOc2ccccc21)NCCCc1ccccc1	1	-9	-6	1	-4	-2.5	-5	-0.8	-2
Cc1nonc1C1CCCN1C(=O)c1cc(COc2cccc(C(F)(F)F)c2)on1 (configuration not stated)	4	-11	-2	-1	-5	4.8	-6	9.3	-8
O=C(Nc1ccccc1[N+](=O)[O-])c1cc(S(=O)(=O)N2CCOCC2)cs1	-4	-18	-2	3	-11	1.2	2	3.5	-2
CCOC(=O)c1c(C)c(C(=O)N2CCc3ccccc3C2)c(C)n1CC	-5	9	-4	9	-29	0.0	9	-0.2	-2
CSCCC(NC(=O)OCc1ccccc1)C(=O)O (configuration not stated)	7	-19	-4	3	-3	1.0	-2	1.2	-9
CCN(CC)S(=O)(=O)c1cccc(-c2csc(C)n2)c1	-14	-6	0	-2	-29	-1.6	8	-1.3	0
CCCC1Cc2nc(Cl)c(C#N)cc2CO1 (configuration not stated)	-8	0	-6	0	-21	-2.6	7	0.7	-10
CCOc1ccc(N2C(=O)CC(NCCc3c[nH]c4ccccc34)C2=O)cc1 (configuration not stated)	-5	-1	-8	8	-7	0.8	5	0.9	-13
COC(=O)c1ccc(S(=O)(=O)N(C2CCCCC2)C2CCCCC2)n1C	-1	-6	-1	6	-24	-0.8	0	-0.9	-7
COC(=O)c1c(Oc2nc(OC)cc(OC)n2)cccc1Oc1nc(OC)cc(OC)n1	3	10	-7	1	-12	-2.6	9	0.1	-4
COc1ccc(OC)c(C2NC(=S)NC3=C2N2CCC3CC2)c1 (configuration not stated)	-5	3	-5	2	-23	0.2	7	0.8	-5
O=C(CSc1nc2[nH]ncc2c(=O)n1-c1ccccc1)NCCc1ccccc1	7	-17	-2	7	-1	-0.4	1	-0.2	2
O=c1c(C/C=C/c2ccccc2)c(O)nc2n1CCCS2	-13	-4	-3	-1	-1	-0.1	10	-0.9	-16
Cc1ccc2nc(SCC(=O)Nc3ccc(C(N)=O)cc3)[nH]c2c1	6	2	-3	1	14	0.5	-1	-0.1	-3

6 compounds already listed, ordered by formula weight, highest first:
SMILES	CHRM1 antagonist	TAAR1 antag	CHRM1 agonist	TAAR1 ag	CHO parental Ca	OXTR agonist	M1 PAM	V1R ag counter	OXTR potentiator
COC(=O)c1ccc(CNC(=O)COC(=O)/C=C/c2cc(OC)c(OC)c(OC)c2)cc1	-21	-16	0	6	-22	0.3	5	0.9	-6
O=C(OCC(=O)N1CCN(C(=O)c2ccco2)CC1)c1ccc(Cl)cc1	-9	0	-2	-1	-8	0.5	11	0.4	-3
CCOC(=O)c1c(C)c(C(=O)N2CCc3ccccc3C2)c(C)n1CC	-5	9	-4	9	-29	0.0	9	-0.2	-2
O=C(CSc1nc(-c2ccccc2)cc(=O)[nH]1)Nc1ccccc1	-3	2	-4	0	-9	0.5	2	-0.2	-5
CCN(CC)S(=O)(=O)c1cccc(-c2csc(C)n2)c1	-14	-6	0	-2	-29	-1.6	8	-1.3	0
Cc1ccccc1CN1CCN(C/C=C/c2ccccc2)CC1	20	nt	-9	nt	-13	0.5	-17	0.0	1

(further entries)
SMILES	CHRM1 antagonist	TAAR1 antag	CHRM1 agonist	TAAR1 ag	CHO parental Ca	OXTR agonist	M1 PAM	V1R ag counter	OXTR potentiator
O=C1C2C(c3ccccc3)CC=CC2[C@H](c2ccc(C(F)(F)F)cc2)N1Cc1ccccc1 (some centres not stated)	3	1	0	-1	-26	-0.1	-5	0.2	-2
COc1ccc(C)cc1-n1c(N)c(C#N)c(C#N)c1-c1ccc(OC)c(OC)c1OC	-8	5	-3	5	-22	-2.4	6	-0.5	0
CNC(=O)c1ccc(-n2cccn2)nc1	-3	9	-4	6	2	-1.1	9	0.2	1
COc1ccc(OCC(=O)NN2Cc3ccccc3C2=N)cc1	7	-5	-3	0	-11	-0.1	-4	1.3	-3
Cc1ccnc2nc(C(=O)Nc3ccc(N4CCOCC4)cc3)nn12	5	-9	-3	6	-1	2.6	-2	0.8	-7
COc1ccc(NC(=O)C/C(C)=N/NC(=O)COc2ccc(OC)cc2)cc1	-5	-10	-3	2	-15	1.0	10	-0.1	0
CCOC(=O)C1(O)CSc2nc3sc(C(=O)O)c(C)c3c(=O)n21 (configuration not stated)	-6	5	2	5	0	0.6	10	-0.1	1
Cc1occc1C(=O)NNC1=CC(=O)CC(C)(C)C1	0	3	-5	2	5	0.3	7	0.5	-4
CCOCCCNC(=O)C1CC(=O)N(C2CCCC2)C1 (configuration not stated)	-26	-10	0	6	-4	1.0	4	0.0	3
CNC(=O)c1nc(C)c(C2(C)CC(c3cccc([N+](=O)[O-])c3)=NO2)s1 (configuration not stated)	7	1	-9	12	-4	-0.1	3	-0.1	2
NC(=O)CC(NC(=O)Cc1cccc2ccccc12)c1ccc(N2CCC(N3CCCCC3)CC2)c([N+](=O)[O-])c1 (configuration not stated)	-3	3	-9	9	-7	0.7	-2	0.8	-8
C/C(=N\NC(=O)c1ccc(OC2CCCC2)cc1)c1ccc(O)cc1	-5	18	-1	0	-13	-0.7	3	0.5	-3
Cc1nn(-c2ccccc2)c(C)c1CCC(=O)O	-5	9	-2	4	-8	0.3	7	0.3	-1
COc1cc(C(=O)OCC(=O)NC2CCCC2)cc(OC)c1OC	-8	-12	-4	-1	-5	-0.7	1	-0.2	-11
Cc1ccc(C)c(C(=O)COC(=O)CN2C(=O)C3C4C=CC(C4)C3C2=O)c1 (configuration not stated)	-1	9	-11	0	-13	2.0	-1	1.6	-3
CN1CCc2c(sc(N)c2C(=O)O)C1	6	7	-13	9	-7	-0.1	7	0.2	-20
CC(C)(C)CN1CCNC(=O)C1CC(=O)N1CCC(C(=O)N2CCOCC2)CC1 (configuration not stated)	-7	1	-6	0	0	1.4	7	1.4	2
CN(C)CC/C=C1\c2cc(F)ccc2CSc2ccccc21	99*	8	-11	7	-9	6.2	-26	2.7	-6
COc1ccc(NC(=O)CNC(=O)C2CCCCC2)cc1	-9	-9	-2	-1	-7	-0.4	8	1.5	-3
O=P(Cc1ccccn1)(c1ccccc1)c1ccccc1	5	-15	-2	0	-11	1.4	-5	0.0	4
Cc1sc(NC(=S)Nc2ccc(F)cc2)c(C(N)=O)c1C	2	15	-7	9	5	-0.2	4	1.1	-16
COc1ccccc1CNC(=O)[C@@H]1CCCN1S(=O)(=O)c1ccccc1F	-6	-12	-4	1	-13	1.5	7	2.4	3
O=C(CC12CC3CC(CC(C3)C1)C2)N/N=C\c1ccc[nH]1	-11	-6	-6	4	-16	0.5	7	1.4	-10
Clc1cccc2c1CCN(Cc1nc(-c3cnccn3)no1)C2	-5	-13	-8	13	-31	0.0	2	1.3	-6
CC(=O)Nc1c(NC(C)C)c2ccccc2oc1=O	-10	0	1	2	-8	-0.5	14	1.7	-11
Carrying on.
SMILES	CHRM1 antagonist	TAAR1 antag	CHRM1 agonist	TAAR1 ag	CHO parental Ca	OXTR agonist	M1 PAM	V1R ag counter	OXTR potentiator
O=C(NC(c1cccnc1)C(F)(F)F)c1cc(COc2ccc3c(c2)CCCC3)on1 (configuration not stated)	42*	-4	2	1	42*	4.1	-9	9.0	-4
CCOC(=O)c1sc(NC(=O)c2ccc3ncsc3c2)nc1C	-12	-16	2	5	-9	0.1	14	-0.5	-3
CCOc1ccccc1NC(=O)NNC(=O)COc1cccc(C)c1C	-8	-19	0	4	5	-0.1	7	3.6	-9
COC(=O)c1ccccc1S(=O)(=O)N(Cc1cc2ccc(OC)cc2[nH]c1=O)CC1CCCO1 (configuration not stated)	0	5	-6	4	-20	-0.5	3	0.8	0
O=C(NCc1ccccc1)C(=O)NCC1OCCN1S(=O)(=O)c1ccc2c(c1)OCCO2 (configuration not stated)	-10	-11	-1	1	2	-0.1	8	0.1	-2
CCOc1ccc(/C(O)=C2\C(=O)C(=O)N(c3cc(C)on3)C2c2ccccc2OC)cc1 (configuration not stated)	-36	-25	-4	3	-13	-1.4	10	0.5	-4
C=CCn1c(SCC(=O)NC(=O)Cc2ccccc2)nc2ccccc2c1=O	1	1	-6	2	-22	-0.7	4	-0.1	1
S=C(Nc1cccc2ccccc12)NN1CCCCCC1	41*	-36	-7	6	nt	nt	-21	nt	nt
CS(=O)(=O)N1CCCC(C(=O)Nc2ccccc2C(F)(F)F)C1 (configuration not stated)	-14	6	-1	-1	-1	0.6	13	0.5	0
COc1ccc(CN2CCN(C(=O)c3ccc(CNS(=O)(=O)c4ccc(C)cc4)cc3)CC2)c(OC)c1OC	-11	14	-1	5	-6	5.2	7	9.7	-10
Cc1ccc(S(=O)(=O)CCc2nc3ccccc3s2)cc1	-8	-4	-4	5	-12	-1.7	-2	-0.8	-5
O=C(CCC1CCCCC1)Nc1cc(C(F)(F)F)ccc1N1CCOCC1	-20	-40	-1	4	-33	-1.9	0	-1.3	1
O=C1COc2ccc(C(=O)COC(=O)c3ccc(F)cc3Cl)cc2N1	13	57*	6	12	-2	2.5	-12	6.7	-7
